From PubChem BioAssay
NCOA1 inh = human NCOA1 inhibition | HEK293 GAL4-SRC1 luciferase reporter, luminescence | hit rate 0.12% among 360,000 | inhibition, % at 3.6 µM | Q15788;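 active means inhibition above the campaign mean plus 3 SD, with each screening campaign given its own cutoff, cut at about 60% in these data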;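 further: 0% = DMSO treated cells and 100% = gossypol at 36 µM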
LRH-1 inv ag = suppresses constitutive activity of human LRH-1; hit rate 0.13% among 360,000; inhibition, % at 3.6 µM; O00482; AID 602396; HEK293T StAR-luciferase reporter, LRH-1 transfected, 24 h;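 active means inhibition above the mean inhibition of all tested compounds plus 3 SD, cut at about 73% in these data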;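 further: 0% = DMSO wells and 100% = reporter-only cells lacking LRH-1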
EBV LMP1 NFkB = reduces LMP1-driven NF-kappaB luciferase signal; LMP1-induced NF-kappaB luciferase reporter cells, luminescence; inhibition, % at 12.5 µM; hit rate 0.69% among 350,000; AID 504558; in the data active means inhibition above about 41%;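 further: 0% = neutral control wells and 100% = reference inhibitor control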
MC4R antag cAMP = blocks human MC4R cAMP signaling; P32245; MC4R-expressing cells, MTII-stimulated cAMP, LANCE TR-FRET; inhibition, % at 6.5 µM; hit rate 0.48% among 360,000;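 active means inhibition above its plate's cutoff, the mean of tested wells on that plate plus 3 SD, cut at about 29% in these data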;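 further: 0% = Melanotan II alone and 100% = Melanotan II plus saturating MCL0020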
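Assay system: U2OS cells stably expressing human melanocortin 4 receptor (MC4R) / Dosing: 6.5 µM / Timing: compound 30 min, challenge 1 h, detection 1 h / Measured by: Eu-cAMP/anti-cAMP TR-FRET, emission 671 nm / Replicates: singlicate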
NCOA3 inh = inhibitors of human steroid receptor coactivator 3 (SRC3); Q9Y6Q9; HEK293 GAL4-SRC3 luciferase reporter, luminescence; inhibition, % at 3.6 µM; hit rate 0.17% among 360,000;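 active means inhibition above a per-campaign cutoff, the mean of all compounds plus 3 SD, cut at about 60% in these data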;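 further: 0% = DMSO-treated cells and 100% = gossypol-treated cells at 36 µM; higher means less SRC3-driven luciferase light from the GAL4 reporter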
COUP-TFII inh = NR2F2 (human) inhibition, primary screen; inhibition, % at 8.6 µM; hit rate 0.7% among 370,000; AID 686940; HEK293T NGFI-A luciferase reporter, luminescence;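 active means inhibition above a per-plate cutoff, mean inhibition of test wells between control levels plus 3 SD, cut at about 38% in these data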;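 further: cells cotransfected with COUP-TFII expression vector driving the NGFI-A reporter; 0% = median of COUP-TF2 test wells and 100% = reporter-only cells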
ABHD5 PLIN5 PPI = inhibitors of human ABHD5-perilipin-5 interaction; AID 602281; hit rate 0.78% among 360,000; Split G. princeps luciferase complementation, luminescence, 4 h; inhibition, % at 4 µM;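 active means inhibition above the mean inhibition across every tested compound plus 3 SD, cut at about 22% in these data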;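 further: 0% = DMSO only wells and the 100% control is not disclosed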
NOD2 RIPK2 PPI = inhibitors of human NOD2-RIPK2 interaction; inhibition, % at 4.98 µM; O43353; AID 624267; CHO BLA complementation NOD2-RIPK2, CCF4 ratio; hit rate 0.38% among 360,000; in the data active means inhibition above about 21%;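 further: 0% = vehicle only and 100% = reference blocker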
TLR9-MyD88 block = TLR9-MyD88 interaction inhibition; CHO BLA complementation TLR9-MyD88, CCF4 FRET ratio; inhibition, % at 4.98 µM; hit rate 0.21% among 340,000;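 active means inhibition above the mean over all tested compounds plus 3 SD, cut at about 21% in these data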;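 further: 0% = DMSO only wells and 100% = clavulanate BLA inhibitor control wells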
MC4R ag barr = agonists of human melanocortin 4 receptor (MC4R) beta-arrestin. AID 540308. hit rate 0.98% among 360,000. P32245. U2OS MC4R beta-arrestin complementation, luminescence; percent of melanotan II response, DMSO zero. activation, % at 8.9 µM;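 active means activation above a per-plate cutoff, the mean activation of sample wells on that plate plus 3 SD, cut at about 8% in these data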
NCOA2 inhibitor = inhibits human steroid receptor coactivator 2 | hit rate 0.17% among 370,000 | Q15596 | inhibition, % at 9 µM | HEK293 GAL4-SRC2 luciferase reporter, luminescence;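 active means inhibition above the mean inhibition of all tested compounds plus 3 SD, set per campaign, cut at about 52% in these data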;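 further: 0% = DMSO treated cells and 100% = cells given Gossypol at 36 µM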
Numbers without * were called inactive; nt = no result given; & = joins results of further samples.

SMILES	NCOA1 inh	LRH-1 inv ag	EBV LMP1 NFkB	MC4R antag cAMP	NCOA3 inh	COUP-TFII inh	ABHD5 PLIN5 PPI	NOD2 RIPK2 PPI	TLR9-MyD88 block	MC4R ag barr	NCOA2 inhibitor
O=C1CCC(NC(=O)c2ccccc2)C(=O)N1 (configuration not stated)	-24	-5	3	21	6	12	3	3	2	2.4	3
CCC(=O)N1Cc2cc(C(=O)NCC(F)(F)F)nc(-c3cccc(-c4cncnc4)c3)c2[C@@H]1CCO	nt	-12	nt	nt	nt	12	1	3	nt	nt	-19
C/C(=N\N=C1\NC(=O)C(CC(=O)NCc2ccccc2)S1)C(C)C (configuration not stated)	8	7	0	16	5	-20	2	-4	-8	-1.6	-16
Cc1cc(/C=C(\C#N)C(=O)NCc2cccs2)c(C)[nH]1	1	-14	-10	17	-14	-14	-2	-2	-3	-2.5	-18
CC(=O)Oc1ccc(/C(C)=N\N2CCN(Cc3ccc(Cl)cc3)CC2)cc1	7	22	0	-2	2	-15	-24	-3	-14	0.1	-4
O=C(c1ccc(S(=O)(=O)N2CCCC2)cc1)N1CCCC(C(F)(F)F)C1 (configuration not stated)	-4	-14	-5	3	-5	6	1	-3	-1	-0.3	-7
Cc1cccc(NC(=O)Nc2nnc(-c3ccccc3)o2)c1	-19	-2	-10	-2	1	16	-3	-2	-2	0.1	26
COc1ccc(NC(=O)C/C(C)=N/NC(=O)c2ccncc2)c([N+](=O)[O-])c1	6	6	19	16	6	7	10	-8	-9	0.2	-12
C[C@@H]1CN([C@H](C)CO)C(=O)CCCn2cc(nn2)CO[C@H]1CN(C)C(=O)Nc1ccc(C(F)(F)F)cc1	-9	-6	-6	7	-7	10	-2	-9	10	-1.4	-38
COc1cc(NC(=O)CN2c3ccccc3CC2C)cc(OC)c1OC (configuration not stated)	1	12	1	0	5	-10	-1	-5	0	-0.8	-31
Cc1cc(S(=O)(=O)NCc2ccncc2)c(C)cc1Br	11	42	21	5	26	61*	0	-5	3	-0.4	20
CC(C)(C)NC(=O)C(c1ccc(Cl)cc1)N(Cc1ccco1)C(=O)CCl (configuration not stated)	-4	1	1	5	-18	2	-4	19	-5	-0.8	-8
Cc1c(C)c2ccc(OC(C)C(=O)NCCc3c[nH]c4ccccc34)cc2oc1=O (configuration not stated)	-12	4	0	8	5	-8	0	8	-5	-2.4	8
Cc1sc2nc(SCC(=O)c3cccs3)n(Cc3ccco3)c(=O)c2c1C	2	18	-15	2	4	0	2	-12	-8	3.5	-8
CC1(C)Cc2c(sc3nnn(CC(=O)Nc4ccccc4)c(=O)c23)CO1	2	-2	5	4	4	12	10	0	0	-2.3	-13
Cc1cc(S(=O)(=O)N2CCOCC2)ccc1OCC(=O)NCCN1CCOCC1	-4	10	-4	4	0	6	-5	-2	5	-1.8	-3
COc1cc(NC(=O)CN2C(=O)C(=O)N(CC(C)C)C2=O)cc(OC)c1	-2	-13	2	1	11	21	8	-6	0	-2.2	-5
CC(=O)N1CCN(c2nc(C)nc3sc4c(c23)CCC(C)C4)CC1 (configuration not stated)	-10	17	-17	11	11	8	3	-4	-6	-1.1	-9
Cc1cccc(N2CCN(S(=O)(=O)c3ccc4c(c3)C(C)(C)C(=O)N4C)CC2)c1C	3	-21	6	5	-7	14	1	-5	2	1.0	2
O=C(Nc1ccc(NC(=O)c2sc3ccccc3c2Cl)cc1)c1ccco1	2	-17	-22	-4	6	7	5	-2	3	-1.3	10
CCc1ccccc1NC1=NCC(=O)N1C1CCCC1	-5	4	-6	5	3	2	-4	-3	10	-1.1	-7
Cc1[nH]nc2c1C(CCc1ccccc1)C(C#N)=C(N)O2 (configuration not stated)	7	17	2	7	11	18	-14	-5	-1	-1.3	-9
O=C(Cn1cc2c(n1)CCCCC2)NCc1ccccn1	-2	-12	-17	-4	6	0	-4	-2	2	-1.6	-11
Cc1cc(C)cc(NC(=O)CN2CCN(c3ccccn3)CC2)c1	-5	15	3	-2	9	5	0	11	1	0.1	-42
COCCSc1nnc(NC(=O)CSCc2ccccc2)s1	-1	-1	-8	0	11	14	-4	4	4	-2.0	-8
COc1cccc2cc(C(=O)NC3CC4CCC3C4)oc12 (configuration not stated)	-8	-11	-9	5	-13	1	-2	-4	9	1.9	-11
Cc1nnsc1NC(=O)OCc1ccc(C(C)(C)C)cc1	6	39	10	1	19	56*	-10	8	9	-2.5	26
Cc1ccc(N=Nc2cc(C)ccc2N)cc1	-69	-171	-59	-3	-89	-41	2	-1	1	0.1	-20
O=C(Nc1nc(-c2ccc(F)c(F)c2)cs1)c1cnccn1	37	10	-1	8	-17	15	-3	-1	6	-2.1	14
COc1ccc(N(C(=O)c2ccco2)S(=O)(=O)c2cc(OC)ccc2OC)cc1	14	2	-3	0	2	10	5	-4	-13	-3.2	14
Cc1cc(C)n(-c2nc(SCC(=O)O)c3c4c(sc3n2)COC(C)(C)C4)n1	1	24	0	15	-3	9	1	-3	-1	-0.5	-2
CCC1(CC)Cc2ccccc2-c2nc(CN(C)C)[nH]c(=O)c21	2	0	3	7	1	5	-4	-6	-5	0.3	-12
CCn1c(=N)n(CC(=O)c2ccc(Cl)c(Cl)c2)c2ccccc21	-71	-56	-45	-12	-80	-25	-3	0	-13	0.8	-81
Nc1nnc(Cc2ccc(Cl)c(Cl)c2)s1	-5	0	5	1	4	-7	-1	-2	5	-2.3	10
CCOc1ccc(C(=O)NCc2ccncc2)cc1	6	2	-2	5	-6	1	4	0	-10	-1.1	-29
CC(=O)Nc1ccc(S(=O)(=O)Nc2ccccc2N2CCOCC2)cc1Cl	-17	-6	0	3	14	7	2	-7	2	-2.5	4
C=CC[C@@H](CC(=O)OC(C)(C)C)C(=O)OC[C@@H]1CCCN1C(=O)[C@@H](CC=C)CC(=O)N[C@H](CO)Cc1ccccc1	-9	10	-4	8	11	6	-2	3	-8	1.9	-7
COc1cccc(C(=O)Nc2cccnc2)c1OC	-3	-3	-4	15	7	-15	3	-1	2	-2.1	-8
O=C(CSc1ncnc2c1oc1ccccc12)NC1CCCCC1	-13	8	-5	6	-4	7	-2	-7	12	-0.3	-6
CN(C(=O)c1ccccc1-c1ccccc1C(=O)O)c1ccccc1	7	5	5	-2	-38	1	-2	-2	-8	0.3	0
CC(C)(C)c1ccc(C(=O)NCCc2ccccc2)cc1	-60	-111	-31	4	-48	-5	-1	-1	4	-0.7	-62
COc1ccc(S(=O)(=O)NCc2ccco2)cc1C(=O)N1CCCCC1	-5	-19	-8	7	2	0	-2	-2	3	-2.1	-7
O=C(Cc1cccs1)N/N=C/C=C\c1ccco1	-23	-18	-16	-1	-30	-1	20	-11	6	-3.7	-18
Cc1ccc(CN(C)C(=O)CN2C(=O)NC3(CCCc4ccccc43)C2=O)c(C)c1 (configuration not stated)	-25	10	5	5	2	7	9	3	-1	0.8	-7
O=[N+]([O-])c1cc(Cl)ccc1Nc1ccccc1	-13	15	1	1	19	nt	11	-2	-2	2.4	nt
COc1ccc(NS(=O)(=O)c2cc(NC(=O)CCNC(C)=O)ccc2N2CCCCC2)cc1	4	17	-2	4	7	-1	-4	0	0	0.1	3
OC(c1ccc(Cl)c(F)c1)c1ncc(-c2cccc3ccccc23)[nH]1 (configuration not stated)	7	8	nt	-1	3	-3	-4	5	nt	0.1	-9
COc1ccc(NC(=O)C2Cc3ccccc3O/C2=N\O)cc1 (configuration not stated)	-38	-47	-10	2	-58	-29	-4	-18	-14	-0.9	-2
Cn1c(=O)c2c(nc(SCC(=O)NCC3CCCO3)n2C)n(C)c1=O (configuration not stated)	1	-8	2	11	-19	-4	-6	-13	-11	0.6	-11
O=C(c1ccccc1)N1CCN(CC#Cc2ccccc2)CC1	-80	-30	-11	9	-34	-22	10	2	-6	-0.4	-83
Carrying on:
SMILES	NCOA1 inh	LRH-1 inv ag	EBV LMP1 NFkB	MC4R antag cAMP	NCOA3 inh	COUP-TFII inh	ABHD5 PLIN5 PPI	NOD2 RIPK2 PPI	TLR9-MyD88 block	MC4R ag barr	NCOA2 inhibitor
COc1ccc2c(c1)CCC1C2=NN(/C(C)=C\C(C)=O)C1c1ccc(F)cc1 (configuration not stated)	-30	-43	0	-4	-46	-10	-9	5	7	-3.3	-37
Cc1cc(C)n(C(=O)CCNC(=O)c2ccccc2Br)n1	-12	11	11	2	3	4	0	10	3	-1.5	17
O=c1oc(-c2ccco2)nc2c1cnn2-c1ccccc1	0	5	-2	24	7	-11	1	2	-12	-2.8	-28
CCOC(=O)C1=C(COC(=O)/C=C/c2ccc(OCC)c(OC)c2)NC(=O)NC1C (configuration not stated)	-15	6	10	-12	-2	28	4	-10	-2	-3.3	-10
CCc1cccc(C)c1NC(=O)c1ccoc1C	2	0	0	3	1	3	7	9	3	-1.9	15
O=[N+]([O-])c1ccc(N2CCC(=NOCc3ccc(Cl)cc3)CC2)cc1	-18	26	3	2	5	7	-4	-5	6	-1.0	13
COC(=O)c1sc2cc(=O)n(-c3cccc(C(F)(F)F)c3)nc2c1O	-1	-10	2	0	8	-3	4	-11	-1	-1.7	-8
C/C(=N\NC(=O)OC(C)(C)C)c1ccc(-n2ccnc2)cc1	8	-48	-6	3	4	-12	6	-6	-18	2.6	-36
COCCn1c(=O)c2cc3c(=O)n(CCOC)c(=O)c3cc2c1=O	4	7	7	5	11	-8	0	-2	2	-0.5	-8
CCCCOC(=O)c1sc2nc(N3CCOCC3)c3c(c2c1N)CC(C)(C)OC3	-2	7	4	10	23	14	-2	4	-4	-2.3	2

Reprinted from the part before: 2 entries, followed by the next part.
SMILES	NCOA1 inh	LRH-1 inv ag	EBV LMP1 NFkB	MC4R antag cAMP	NCOA3 inh	COUP-TFII inh	ABHD5 PLIN5 PPI	NOD2 RIPK2 PPI	TLR9-MyD88 block	MC4R ag barr	NCOA2 inhibitor
COCCn1c(=O)c2cc3c(=O)n(CCOC)c(=O)c3cc2c1=O	4	7	7	5	11	-8	0	-2	2	-0.5	-8
CCCCOC(=O)c1sc2nc(N3CCOCC3)c3c(c2c1N)CC(C)(C)OC3	-2	7	4	10	23	14	-2	4	-4	-2.3	2
Cn1cc(CN2CCN(Cc3ccccc3)C(CCO)C2)c(-c2ccccc2)n1 (configuration not stated)	3	-4	-2	15	-6	-3	5	-9	-6	0.9	-29
COc1cccc(-c2cnc3c(NC(C)=O)cc(-c4cc(OC)c(OC)c(OC)c4)cn23)c1	3	22	nt	12	5	-22	-3	8	nt	29*	-7
C=CCOC(=O)C1=C(C)NC(SCC(=O)NC(=O)OCC)=C(C#N)C1c1cccnc1 (configuration not stated)	-12&7	-10&15	2&0	6&2	10&18	-3&-9	2&-4	5&-3	4&-7	-0.4&-2.8	-41&9
COc1ccc(NC(=S)NC(NC(=O)/C=C/c2ccccc2)C(Cl)(Cl)Cl)cc1 (configuration not stated)	-9	-12	3	2	23	19	-13	-23	1	5.6	-12
COc1cc(NC(=O)C2CCC(=O)N2S(=O)(=O)c2ccc(C)cc2)cc(OC)c1 (configuration not stated)	-10	1	16	7	-12	-11	4	-4	4	0.5	3

This is a subset (hit frequency here may not be typical).
